Screens (PubChem)
KOR beta-arrestin-1: KOR antagonists, beta-arrestin recruitment, cell-based, luminescence, uHTS (AID 1778). KOR beta-arrestin recruitment, luminescence, antagonist mode; higher % means a stronger effect. 290,000 compounds, 0.091% hits. inhibition, % at 10 µM, or IC50 in µM where a hit was titrated; also: strong numbers were not always called active
TNAP activation fold: human TNAP enzyme activators, primary screen, biochemical, luminescent, no phosphate acceptor, uHTS (AID 1001) | purified TNAP, luminescent activation assay, no phosphate acceptor; higher activation fold means a stronger effect | activation fold at 20 µM; hits with a dose series show EC50 in µM | 200,000 compounds, 0.03% hits; in the data active = activation fold from about 3, or a potency from the dose series; inactive = the rest, 99 in 100 with activation fold below about 1.6; also: many of its hits are not listed in these tables
LYP phosphatase: PTPN22 lymphoid phosphatase activity blockers – biochemical, fluorescence intensity, uHTS (AID 1779); recombinant LYP phosphatase, fluorescence intensity; higher % means a stronger effect; inhibition, % at 11.5 µM; hits with a dose series show IC50 in µM; 290,000 compounds, 0.054% hits;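 also: plate controls were vehicle with enzyme for no effect and no enzyme for full effect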
KOR beta-arrestin-2: KOR agonists, beta-arrestin recruitment, primary screen, cell-based, luminescence, uHTS (AID 1777); KOR beta-arrestin recruitment, luminescence; higher % means a stronger effect; activation, % at 10 µM, or EC50 in µM where a hit was titrated; 280,000 compounds, 0.02% hits; in the data active = activation above about 50%, passing the limit was not always enough; also: a part of the inactive calls stands beside numbers as strong as those of hits
XIAP displacement: XIAP antagonists, biochemical, IAP family, fluorescence polarization (AID 1018) | XIAP BIR domain, fluorescence polarization peptide displacement; higher % means a stronger effect | 200,000 compounds, 0.007% hits | one-dose displacement, % at 20 µM; IC50 in µM for titrated hits; in the data active = displacement above about 50%; also: a part of the inactive calls stands beside numbers as strong as those of hits
PMI inhibitors: inhibitors of human PMI, primary screen, biochemical, fluorescence intensity, coupled assay (AID 1209); purified PMI enzyme, coupled fluorescence intensity; higher % means a stronger effect; inhibition, % at 20 µM, or IC50 in µM where a hit was titrated; 190,000 compounds, 0.42% hits;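 also: plate controls were DMSO vehicle for no effect and wells lacking substrate for full effect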
NOD1 NF-kB reporter: NOD1 signaling inhibitors, primary screen, cell-based, luminescence, uHTS (AID 1578) | NOD1-driven NF-kB luciferase reporter cells, luminescence; higher % means a stronger effect | inhibition, % at 4 µM, or EC50 in µM where a hit was titrated | 290,000 compounds, 1% hits; in the data active = inhibition mostly above about 36%, no sharp cut-off; inactive = mostly below about 34%;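 also: HEK-293T reporter cells stimulated with the NOD1 agonist gamma-tri-DAP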
human PMI inhibitors: MPI inhibition at elevated mannose 6-phosphate – biochemical, fluorescence intensity, high mannose 6-phosphate, primary screen (AID 1220); recombinant PMI enzyme, coupled fluorescence intensity; higher % means a stronger effect; inhibition, % at 20 µM, or IC50 in µM where a hit was titrated; 190,000 compounds, 0.66% hits
HEK293 NOD2/NF-kB: inhibition of NOD2-driven NF-kB reporter – cell-based, luminescence, uHTS, HEK293 (AID 1566); HEK293 NOD2/NF-kB luciferase reporter, luminescence; higher % means a stronger effect; inhibition, % at 4 µM; hits with a dose series show EC50 in µM; 290,000 compounds, 0.63% hits; also: many of its hits are not listed in these tables
Starred values were filed as active, the others as inactive; x = not tested or not shown; [ ] = remark or other dose. Rule as the data show it, unless noted: active = inhibition above about 50%; inactive = the rest. Some of the compounds tested; rates above refer to the full screens.

Screens in order: KOR beta-arrestin-1	TNAP activation fold	LYP phosphatase	KOR beta-arrestin-2	XIAP displacement	PMI inhibitors	NOD1 NF-kB reporter	human PMI inhibitors	HEK293 NOD2/NF-kB
1. COc1ccccc1Oc1ccc(N/C=C/C(=O)C(C)(C)C)cc1
    17.2%[20 µM]	1	1.3%	-7.3%	-2.6%	11.2%	-18.4%	9.1%	0.0%
2. CC(=O)C1=C(C)NC(=O)NC1c1ccc(Cl)cc1 (stereo not given)
    -0.6%	1.2	1.0%	-1.1%	-4.0%	-1.9%	-35.4%	5.3%	-8.5%
3. CCC(=O)Nc1ccc(-c2nnc(SCC(=O)N3CCCCC3)n2C)cc1
    -2.9%	1.2	-9.0%	-4.8%	-4.0%	-1.4%	-3.6%	-5.5%	20.7%
4. Cc1cc(C(=O)COc2cccc3cccnc23)c(C)n1C
    -42.3%	1.1	-2.5%	-0.6%	-3.2%	22.0%	10.9%	-2.7%	-5.0%
5. COc1ccccc1-c1nn2c(-c3ccc(C(C)(C)C)cc3)nnc2s1
    -77.5%	1	0.6%	7.7%	-3.0%	14.9%	-20.7%	12.2%	0.3%
6. COc1ccccc1NC(=S)NCCSc1ccc(Cl)cc1
    29.7%	1.2	-1.9%	-3.4%	-5.0%	14.7%	-28.3%	8.1%	-6.2%
7. CC(C)c1nnc(NC(=O)CSc2ncn[nH]2)s1
    -24.9%	1.1	-6.6%	-0.3%	-2.2%	10.7%	20.4%	-2.8%	27.5%
8. COC(=O)C1=C(C)N(c2ccc(Cl)c(Cl)c2)C(=O)C1
    -29.0%	1.1	1.3%	-1.2%	-4.1%	-14.6%	-16.1%	-9.2%	14.8%
9. Cc1noc(C(=O)N2CCN(c3ccc(F)cc3)CC2)c1Cl
    22.9%	1.1	-3.2%	-1.2%	-0.7%	-2.9%	-19.5%	-2.2%	8.0%
10. Cc1ccc(CNC(=O)C2CCCN(S(C)(=O)=O)C2)cc1 (stereo not given)
    2.9%	1.2	-3.9%	-6.7%	-2.1%	-6.4%	-6.0%	0.8%	-3.1%
11. CC1(C(=O)NC2CCCCCCC2)CCC(=O)N1Cc1cccnc1 (stereo not given)
    -0.7%	1.1	-10.6%	-1.7%	-1.8%	8.0%	5.8%	2.9%	20.2%
12. COc1ccc(/C=C/c2ccc3c(Br)ccc(O)c3n2)cc1
    0.3%	x	-3.3%	-1.9%	x	x	0.6%	x	11.4%
13. CCOc1ccccc1NC(=O)C(OC(=O)c1cc(C)oc1C)c1ccccc1 (stereo not given)
    10.6%	1	4.1%	-2.9%	-2.4%	4.2%	-2.2%	7.7%	-5.8%
14. CCOC(=O)c1ccc(NC(=O)CN2C(=O)NC3(CCC(C)CC3)C2=O)cc1 (stereo not given)
    -8.2%	1.1	-4.6%	-10.4%	-1.8%	-3.5%	-23.6%	-3.2%	10.1%
15. O=C(CSc1ccccn1)N1CCN(c2ncc(C(F)(F)F)cc2Cl)CC1
    18.1%	x	-9.5%	-3.4%	x	x	0.1%	x	22.4%
16. O=C(CN1C(=O)/C(=C/c2ccccc2Cl)SC1=S)NC1CCS(=O)(=O)C1 (stereo not given)
    3.0%	x	-9.8%	-0.7%	x	x	-13.0%	x	10.6%
17. Cc1cccc(N(C(=O)c2snc(C(N)=O)c2N)C(C(=O)NCC2CCCO2)c2ccc(N(C)C)cc2)c1C (stereo not given)
    -15.2%	x	-1.2%	1.2%	x	x	8.1%	x	-15.6%
18. CC(=O)Oc1cccc(C(=O)Nc2ccc3c(c2)C(=O)N(CC2CCCO2)C3=O)c1 (stereo not given)
    0.1%	x	-1.6%	4.7%	x	x	-36.3%	x	-6.6%
19. O=C(CSc1nnc(-c2ccccc2)o1)Nc1ccccc1F
    -16.1%	1.2	-6.9%	2.4%	-7.5%	2.9%	38.7%	-0.7%	-52.8%
20. COc1cc(C2C(C(=O)c3sc(C)nc3C)=C(O)C(=O)N2CCN(C)C)cc(OC)c1OC (stereo not given)
    -6.5%	1	-7.7%	3.5%	-0.3%	9.2%	0.1%	9.4%	-0.1%
21. COc1ccc(CCNC(=O)C2CCN(S(=O)(=O)N3CCCCCC3)CC2)cc1OC
    -20.8%	1	-1.5%	-3.0%	0.5%	3.3%	-2.5%	2.1%	16.5%
22. CCOC(=O)C(C)Oc1ccc(NC(=O)C(Cl)(Cl)Cl)cc1 (stereo not given)
    11.0%	x	-4.7%	3.9%	x	x	7.1%	x	14.2%
23. CCOC(=O)c1c(C)nc2c(c1-c1ccccc1)C(=O)c1ccccc1-2
    4.1%	1	-1.5%	-3.4%	-5.9%	-20.7%	x	-34.4%	12.0%
24. CC(C)(OC1OC(CO)C(O)C(O)C1O)[C@H]1Oc2ccc3ccc(=O)oc3c2[C@H]1O (stereo not given in full)
    0.8%	1.1	-9.0%	-0.5%	-4.4%	-10.2%	-23.9%	-9.2%	4.9%
25. O=C(CCc1ccc(S(=O)(=O)N2CCOCC2)cc1)Nc1ccc2c(c1)OCCO2
    18.1%	x	-9.0%	-4.1%	x	x	-0.6%	x	3.9%
26. O=C(/C=C/c1ccccc1Cl)NCCc1ccccc1
    5.5%	1	-5.1%	-1.0%	-3.9%	13.7%	-42.8%	17.1%	-82.3%
27. CCN(CC)CCCNC(=O)c1cc(Sc2nnc(C)s2)nc2ccccc12
    -6.1%	1	3.0%	1.2%	-15.8%	-0.9%	-34.3%	26.3%	-14.9%
28. COC(=O)c1cccc(NC(=S)N2CCCCC2)c1
    -8.4%	1.2	-3.9%	-4.7%	-2.4%	0.1%	-22.8%	-3.2%	-1.7%
29. Cc1occc1-c1nnc(SCC(N)=O)n1Cc1ccccc1
    6.9%	1	-7.7%	-4.9%	-5.9%	10.1%	-6.8%	6.7%	17.5%
30. Cc1ccc2nc(C)c(C(=O)N/N=C/c3ccccc3[N+](=O)[O-])cc2c1
    -17.2%	1	6.8%	1.6%	-17.9%	3.3%	-44.8%	6.3%	-9.2%
31. CN1C(=O)c2ccccc2NC(=O)[C@]12O[C@@H]2c1cccc(O)c1
    12.2%	x	-6.2%	-5.6%	x	x	4.7%	x	6.1%
32. Cc1ccccc1C(=O)N1CCC(C(=O)N(C)CCOc2ccccc2)CC1
    -5.3%	x	-13.5%	0.0%	x	x	-43.4%	x	-5.9%
33. CC(C)(C)C(=O)Nc1scc(-c2ccc(-c3ccccc3)cc2)c1C(=O)O
    -9.9%	x	-6.3%	-1.3%	x	x	20.6%	x	49.7%
34. Cc1[nH][nH]c(=O)c1C(c1ccc(-c2ccccc2C(=O)O)o1)c1c(C)[nH][nH]c1=O
    20.3%	0.7	-7.2%	-7.4%	-4.9%	1.1%	-18.4%	-3.1%	7.6%
35. COC(=O)c1ccc2c(=O)n(CCCCCC(=O)N3CCN(c4ccccc4)CC3)c(=O)[nH]c2c1
    -26.7%	1	4.9%	6.6%	-5.2%	0.9%	-12.8%	0.2%	15.8%
36. COc1ccc(CCn2c(-c3ccco3)nc3nc4ccccc4nc32)cc1
    -45.0%	1.1	-2.4%	-0.2%	-9.0%	-13.9%	-12.2%	-33.4%	-10.7%
37. C=CCn1c(NCc2ccc(N(C)C)cc2)nc2ccccc21
    -44.8%	1	0.3%	-3.0%	-7.9%	14.5%	-24.2%	10.9%	-37.0%
38. O=C(COC(=O)Cn1cnc2ccccc21)Nc1cc2c(cc1Cl)C(=O)c1ccccc1C2=O
    -74.8%[20 µM]	1	-7.8%	2.1%	-11.9%	-48.4%	-53.3%	-84.8%	-71.9%
39. O=C(Nc1ccc2oc(-c3ccc(F)cc3)nc2c1)c1ccccc1F
    11.5%	1.1	0.4%	-2.1%	-2.8%	-3.6%	-27.7%	1.0%	7.1%
40. CCOC(=O)c1c(NC(=O)CN2C(=O)NC3(CCCCC3)C2=O)sc(C)c1-c1ccc(C)cc1
    -22.1%	1.1	-0.1%	2.2%	-3.9%	20.1%	-22.7%	3.7%	18.3%
41. O=C(COc1ccccc1)Nc1ccc2c(c1)Cc1cc(NC(=O)COc3ccccc3)ccc1-2
    -19.8%	1.1	-5.7%	-1.4%	-13.0%	9.0%	-15.9%	7.2%	-4.9%
42. Nc1cccc2c1C(=O)N(CCOc1ccccc1F)C2=O
    -5.0%	x	-6.9%	-1.9%	x	x	-84.8%	x	-187.8%
43. CC(CCc1ccco1)NC(=O)CCc1nnc2ccc(NCc3ccccc3Cl)nn12 (stereo not given)
    21.4%	x	-7.2%	-7.1%	x	x	1.8%	x	-7.9%
44. O=C(Nc1nc2n(n1)C(c1ccc(F)cc1)CC(c1ccccc1)N2)c1ccco1 (stereo not given)
    11.3%	x	-2.8%	x	x	x	-2.6%	x	4.2%
45. COc1ccc(-n2c(=O)c3c4c(sc3n(Cc3cccc(F)c3)c2=O)CN(C(C)=O)CC4)c(OC)c1
    -13.9%	1.1	3.8%	-0.3%	-0.6%	-2.0%	-32.7%	-7.7%	4.7%

Grouped by structure: those above containing two or more sulfur atoms
Screens in order: KOR beta-arrestin-1	TNAP activation fold	LYP phosphatase	KOR beta-arrestin-2	XIAP displacement	PMI inhibitors	NOD1 NF-kB reporter	human PMI inhibitors	HEK293 NOD2/NF-kB
6. COc1ccccc1NC(=S)NCCSc1ccc(Cl)cc1
    29.7%	1.2	-1.9%	-3.4%	-5.0%	14.7%	-28.3%	8.1%	-6.2%
7. CC(C)c1nnc(NC(=O)CSc2ncn[nH]2)s1
    -24.9%	1.1	-6.6%	-0.3%	-2.2%	10.7%	20.4%	-2.8%	27.5%
16. O=C(CN1C(=O)/C(=C/c2ccccc2Cl)SC1=S)NC1CCS(=O)(=O)C1 (stereo not given)
    3.0%	x	-9.8%	-0.7%	x	x	-13.0%	x	10.6%
27. CCN(CC)CCCNC(=O)c1cc(Sc2nnc(C)s2)nc2ccccc12
    -6.1%	1	3.0%	1.2%	-15.8%	-0.9%	-34.3%	26.3%	-14.9%

The list continues.
Screens in order: KOR beta-arrestin-1	TNAP activation fold	LYP phosphatase	KOR beta-arrestin-2	XIAP displacement	PMI inhibitors	NOD1 NF-kB reporter	human PMI inhibitors	HEK293 NOD2/NF-kB
46. CCN1CCN(C(=O)/C=C/c2ccccc2[N+](=O)[O-])CC1
    14.4%[20 µM]	1.1	-5.4%	-2.5%	-5.8%	2.4%	-9.8%	0.1%	21.0%
47. COc1ccc2[nH]cc(CCNS(=O)(=O)c3ccc(NC(C)=O)cc3)c2c1
    -37.9%	1.1	-4.9%	4.9%	-3.1%	11.7%	-25.0%	24.3%	15.7%
48. O=C(CCOc1ccccc1)Nc1ccc(S(=O)(=O)N2CCCC2)cc1
    -18.2%	1.1	-8.7%	-4.3%	-6.2%	6.1%	-16.8%	1.2%	1.2%
49. COCC1CCN(C(=O)c2cc(COc3cc(C)c(Cl)c(C)c3)on2)C1 (stereo not given)
    -17.2%	x	-2.7%	0.1%	x	x	-66.8%	x	-37.6%
50. Nc1nc(NCC(=O)O)nc(NCc2ccccc2)c1[N+](=O)[O-]
    -33.5%	x	1.4%	0.1%	x	x	-13.3%	x	-11.8%
51. NS(=O)(=O)c1ccc(CCNS(=O)(=O)c2cccc3cccnc23)cc1
    7.5%	x	-9.0%	-2.4%	x	x	2.7%	x	2.6%
52. CCOc1ccc(NC(=O)/C(=C\c2ccc(OC(C)=O)c(OC)c2)NC(C)=O)cc1
    17.1%	0.7	10.9%	1.2%	-5.7%	9.3%	-15.2%	2.1%	-8.3%
53. COC(=O)Cn1c(=N)n(CCN2CCCCC2)c2ccccc21
    x	1	-11.1%	x	-2.6%	-9.7%	-1.6%	-10.4%	17.1%
54. CCCCCCOc1ccc(/C(C)=N/NC2=NCCN2)cc1[N+](=O)[O-]
    -28.0%[20 µM]	1	-9.3%	x	-4.6%	-1.5%	-31.0%	-10.5%	-62.7%
55. COCCCNC(=S)N/N=C/c1ccc2c(c1)OCO2
    -2.4%	x	-4.3%	-3.6%	x	x	-9.3%	x	-12.6%
